mIAP inh – mouse IAP inhibition. purified mouse IAP, CDP-Star luminescence, 30 min. inhibition, % at 10 µM. actives 0.2% (n = 330,000). AID 2806;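 active = inhibition of at least 40% at 10 µM in the primary screen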;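 note: plate controls were DMSO with enzyme for no effect and no enzyme wells for full effect; values of inactives mirror those of a sister screen read the other way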
HKDC1 inhibitor – blocks human hexokinase HKDC1 activity; Q2TB90; recombinant HKDC1, G6PDH/diaphorase resazurin coupled fluorescence; inhibition, % at 20 µM; actives 0.16% (n = 340,000); AID 493160;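 active = inhibition above about 35% when tested at 20 µM, limit read from the data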;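 note: plate controls were DMSO wells with enzyme for no effect and DMSO wells lacking enzyme for full effect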
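Assay system: recombinant HKDC1 hexokinase; detection: coupled resazurin fluorescence, excitation 525 nm, emission 613 nm; benchmarks: DMSO-plus-enzyme-mix negative control, buffer-substituted positive control; compound dosing: single 20 µM dose; schedule: 90 min at room temperature in dark; also added: glucose plus 1 mM ATP as hexokinase substrates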
PfG6PD inh – PfG6PD (Plasmodium falciparum) enzyme inhibition. PfGluPho enzyme, NADPH resazurin-diaphorase fluorescence. inhibition, % at 20 µM. actives 0.78% (n = 350,000). AID 504690;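 active = inhibition reaching at least a set limit at 20 µM in the primary screen, cut at about 59% in these data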;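 note: 0% = DMSO wells with substrate and 100% = DMSO wells lacking glucose-6-phosphate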
APOBEC3A inh – inhibitors of human APOBEC3A DNA deaminase. recombinant A3A, FAM/TAMRA ssDNA deamination fluorescence. inhibition, % at 20 µM. actives 0.41% (n = 330,000);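 active = at least 40% inhibition at 20 µM here, with at most 30% in a related deaminase screen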;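 note: plate controls were A3A with DMSO for no effect and wells lacking A3A enzyme for full effect; some results filed as inactive read as strong as hits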
hIAP act – human IAP activation | P09923 | purified human IAP, CDP-Star luminescence, 30 min; active compounds read high; 1 = vehicle-only enzyme, 0 = enzyme-free background | activation factor at 10 µM | actives 0.16% (n = 330,000) | AID 2524;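 active = activation factor of the enzyme at least 2-fold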; note: the source names both 10 and 20 µM as test concentration; values of inactives mirror those of a sister screen read the other way
Target sequence (P09923 whole entry, looked up): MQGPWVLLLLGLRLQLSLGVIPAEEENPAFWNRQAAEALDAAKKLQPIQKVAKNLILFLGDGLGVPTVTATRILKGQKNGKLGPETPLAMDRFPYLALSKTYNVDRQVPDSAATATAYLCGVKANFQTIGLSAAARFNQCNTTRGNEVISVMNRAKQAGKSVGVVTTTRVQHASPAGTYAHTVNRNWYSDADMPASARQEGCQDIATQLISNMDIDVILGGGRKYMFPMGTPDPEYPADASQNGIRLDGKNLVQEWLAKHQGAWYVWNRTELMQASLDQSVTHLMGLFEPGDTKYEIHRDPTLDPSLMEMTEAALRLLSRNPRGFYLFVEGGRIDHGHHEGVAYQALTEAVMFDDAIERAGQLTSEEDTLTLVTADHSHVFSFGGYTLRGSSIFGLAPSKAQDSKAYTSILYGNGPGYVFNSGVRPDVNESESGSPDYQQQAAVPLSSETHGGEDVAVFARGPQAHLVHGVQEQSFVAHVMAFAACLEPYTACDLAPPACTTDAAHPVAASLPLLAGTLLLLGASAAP
hIAP block – blocks human intestinal alkaline phosphatase. purified IAP, CDP-Star luminescence, 30 min. inhibition, % at 10 µM. actives 0.12% (n = 330,000);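 active = inhibition reaching a set limit with compound at 10 µM in the primary screen, cut at about 35% in these data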;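 note: plate controls were DMSO wells with enzyme for no effect and no-enzyme buffer wells for full effect; values of inactives mirror those of a sister screen read the other way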
mIAP act – increases mouse intestinal alkaline phosphatase activity | muIAP, CDP-Star luminescence, 30 min; active compounds read high; 1 = vehicle-only enzyme signal, 0 = enzyme-free wells | activation factor at 10 µM | actives 0.24% (n = 330,000);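 active = activation factor of at least 2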; note: the source names both 10 and 20 µM as test concentration; values of inactives mirror those of a sister screen read the other way
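Assay system: mouse IAP enzyme; reagent: chemiluminescent substrate CDP-Star; dosing: test compounds delivered from DMSO solution; schedule: 30 min at room temperature; measured by: luminescence from enzymatic CDP-Star hydrolysis; controls: DMSO-only wells and no-enzyme negative control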
ATG4B inh – ATG4B (human) cysteine protease inhibition; Q9Y4P1; ATG4B cleavage of LC3-PLA2, NBD-HPC fluorescence, 1 h; inhibition, % at 8.33 µM; actives 0.51% (n = 340,000); AID 504462; in the data active = inhibition above about 40%
Target sequence (Q9Y4P1 whole entry, looked up): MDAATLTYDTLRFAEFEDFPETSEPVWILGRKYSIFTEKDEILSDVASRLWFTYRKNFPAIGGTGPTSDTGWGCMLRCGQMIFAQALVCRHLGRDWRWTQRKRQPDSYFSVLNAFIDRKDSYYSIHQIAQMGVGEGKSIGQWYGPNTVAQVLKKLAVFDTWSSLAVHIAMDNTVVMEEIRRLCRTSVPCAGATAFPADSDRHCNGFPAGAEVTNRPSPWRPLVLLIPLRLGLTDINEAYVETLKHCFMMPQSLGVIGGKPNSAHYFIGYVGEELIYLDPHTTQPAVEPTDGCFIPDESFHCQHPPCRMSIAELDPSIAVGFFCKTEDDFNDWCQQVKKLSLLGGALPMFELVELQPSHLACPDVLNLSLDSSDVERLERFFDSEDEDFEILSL
The depositor's hits bear a star; · = not tested or not shown.

mIAP act | APOBEC3A inh | mIAP inh | hIAP block | PfG6PD inh | HKDC1 inhibitor | ATG4B inh | hIAP act | Structure
0.89 | 7 | 11 | -7 | -10 | 0 | 8 | 1.1 | COc1ccc(NC(=O)CSc2nc(-c3ccco3)nc3cc(=O)[nH]n23)cc1Cl
1.1 | 5 | -5 | -1 | -5 | -9 | -5 | 1 | O=S(=O)(/N=C(/NS(=O)(=O)c1ccccc1)c1ccccc1)c1ccccc1
1 | -2 | -4 | 3 | · | · | · | 0.97 | CN1CCN(C2=Nc3cc(F)ccc3Cc3ccccc32)CC1
0.87 | -3 | 13 | -6 | -6 | -4 | -18 | 1.1 | Cc1coc2cc3oc(=O)c(CCC(=O)N4CCC(C(=O)O)(c5ccccc5)CC4)c(C)c3cc12
0.99 | -5 | 1 | -6 | -11 | 4 | 18 | 1.1 | CCN(c1ccccc1)c1ncnc2c1cnn2-c1ccccc1
1 | -4 | -1 | 5 | -7 | -4 | -2 | 0.95 | COc1cc(NS(C)(=O)=O)cc(OC)c1OC
1.1 | -4 | -12 | -2 | 8 | 3 | -6 | 1 | CN1CCc2c(sc(NC(=O)C3CCCN3S(=O)(=O)c3ccc(Cl)s3)c2C(N)=O)C1 (configuration not stated)
1 | 1 | -3 | -11 | -5 | -1 | -5 | 1.1 | O=C(COc1cccnc1[N+](=O)[O-])NCc1ccc2c(c1)OCO2
1 | -5 | -4 | 9 | -3 | -1 | -5 | 0.91 | COc1ccc(C(CNC(=O)COc2ccc(-c3ccccc3)cc2)N2CCOCC2)cc1 (configuration not stated)
1 | 2 | 0 | -16 | 0 | -3 | 1 | 1.2 | O=C(Oc1ccc2ccccc2c1)c1cncc(Br)c1
0.95 | -1 | 5 | -1 | -9 | -5 | 6 | 1 | COc1ccc(Cl)cc1S(=O)(=O)N1CCCC(C(=O)NCc2ccncc2)C1 (configuration not stated)
0.96 | 0 | 4 | 1 | · | · | · | 0.99 | NC(=O)c1ccc(N=Nc2c(O)c3ccccc3[nH]c2=O)cc1
0.9 | -4 | 10 | 16 | -7 | -7 | 1 | 0.84 | O=C(O)CN1C(=O)C2C3C=CC(C2C1=O)C1C(=O)N(CC(=O)O)C(=O)C31 (configuration not stated)
0.98 | -1 | 2 | -22 | 15 | -1 | 0 | 1.2 | CN1CCN(C2Cc3ccc(Cl)cc3Sc3ccc(F)cc32)CC1 (configuration not stated)
1.3 | -3 | -30 | 4 | 13 | -5 | -11 | 0.96 | CCOc1ccc(NC(=S)N2CCCN(Cc3cc(C)ccc3C)C2)cc1

A run of entries from the list above, as a working copy:
mIAP act | APOBEC3A inh | mIAP inh | hIAP block | PfG6PD inh | HKDC1 inhibitor | ATG4B inh | hIAP act | Structure
1 | -4 | -1 | 5 | -7 | -4 | -2 | 0.95 | COc1cc(NS(C)(=O)=O)cc(OC)c1OC
1.1 | -4 | -12 | -2 | 8 | 3 | -6 | 1 | CN1CCc2c(sc(NC(=O)C3CCCN3S(=O)(=O)c3ccc(Cl)s3)c2C(N)=O)C1 (configuration not stated)

Taken from above:
For mIAP inh, O=C(Oc1ccc2ccccc2c1)c1cncc(Br)c1 reads 0
For hIAP act, CCN(c1ccccc1)c1ncnc2c1cnn2-c1ccccc1 reads 1.1
For APOBEC3A inh, CN1CCN(C2Cc3ccc(Cl)cc3Sc3ccc(F)cc32)CC1 (configuration not stated) reads -1
For PfG6PD inh, COc1ccc(Cl)cc1S(=O)(=O)N1CCCC(C(=O)NCc2ccncc2)C1 (configuration not stated) reads -9
For hIAP act, CN1CCN(C2=Nc3cc(F)ccc3Cc3ccccc32)CC1 reads 0.97

(more compounds)
mIAP act | APOBEC3A inh | mIAP inh | hIAP block | PfG6PD inh | HKDC1 inhibitor | ATG4B inh | hIAP act | Structure
0.91 | -3 | 9 | 18 | -6 | -1 | 6 | 0.82 | CCOC(=O)C(C)Sc1ncc(OC)c(Sc2ccc(Cl)cc2)n1 (configuration not stated)
1 | -4 | 0 | 24 | -4 | -3 | 1 | 0.76 | O=C(Nc1ccccc1[N+](=O)[O-])C1(c2ccccc2)CCOCC1
1.1 | -7 | -9 | -6 | 2 | -4 | -8 | 1.1 | COc1cccc(C(c2sc3nc(C)nn3c2O)N2CCN(C(=O)c3ccco3)CC2)c1 (configuration not stated)
1 | 5 | -3 | 0 | 2 | -2 | -5 | 1 | O=[N+]([O-])c1ccc(CSc2nnc(Cc3ccccc3)o2)cc1
0.94 | -2 | 6 | 18 | 6 | 1 | -12 | 0.82 | COc1cccc(N2CC(NC(=O)C(=O)c3c[nH]c4ccccc34)CC2=O)c1 (configuration not stated)
0.98 | -1 | 2 | 9 | -9 | -6 | 3 | 0.91 | Brc1ccc(-c2nc(-c3ccccn3)no2)o1
1 | -3 | 0 | -18 | -6 | 0 | -5 | 1.2 | CCCOc1ccccc1N/C(=N/c1nc(C)cc(C)n1)NC(=O)Nc1ccc(Cl)cc1
0.98 | -1 | 2 | 11 | -22 | -3 | 10 | 0.89 | Cc1ccc(-n2nc(C(=O)O)c(O)cc2=O)cc1
0.99 | 0 | 1 | 15 | -10 | 7 | 2 | 0.85 | Cc1ccc(SCc2ccc(C(=O)Nc3ccccc3C(=O)NC(C)C)cc2)cc1
1.1 | 1 | -8 | -10 | 12 | -3 | -9 | 1.1 | CCOC(=O)c1c(C)[nH]c(C)c1C(=O)COC(=O)c1ccc(Cl)nc1
0.86 | 1 | 14 | 5 | -2 | 7 | -9 | 0.95 | COc1cccc(OCCCn2cc(/C=C3/C(=N)N4C=C(C)SC4=NC3=O)c3ccccc32)c1
0.93 | -1 | 7 | 11 | 0 | -11 | -1 | 0.89 | CC(C)NC(=O)c1cccc(C(F)(F)F)c1
0.99 | 0 | 1 | 7 | -10 | -4 | 0 | 0.93 | CC(C)NC(=O)CCc1nnc(Cc2cccc(C(F)(F)F)c2)o1
1.1 | -1 | -5 | -12 | -17 | -6 | 0 | 1.1 | CCNC(=O)Oc1ccc(-c2csnn2)cc1
1.1 | -1 | -7 | 3 | -21 | -4 | -6 | 0.97 | CC(=O)Nc1ccc(NC(=O)C(C)NC(C)c2cccc3ccccc23)cc1 (configuration not stated)

The closing three compounds of the part above are carried over, then new ones follow.
mIAP act | APOBEC3A inh | mIAP inh | hIAP block | PfG6PD inh | HKDC1 inhibitor | ATG4B inh | hIAP act | Structure
0.99 | 0 | 1 | 7 | -10 | -4 | 0 | 0.93 | CC(C)NC(=O)CCc1nnc(Cc2cccc(C(F)(F)F)c2)o1
1.1 | -1 | -5 | -12 | -17 | -6 | 0 | 1.1 | CCNC(=O)Oc1ccc(-c2csnn2)cc1
1.1 | -1 | -7 | 3 | -21 | -4 | -6 | 0.97 | CC(=O)Nc1ccc(NC(=O)C(C)NC(C)c2cccc3ccccc23)cc1 (configuration not stated)
0.96 | 3 | 4 | 0 | -2 | 10 | 0 | 1 | COc1cc(/C(C)=N\NC(N)=S)cc(OC)c1OC
0.99 | -3 | 1 | 6 | -28 | -3 | -5 | 0.94 | CC(=O)CSc1nc(-c2cccs2)c(C#N)c(=O)[nH]1
0.97 | 0 | 3 | -6 | -1 | 0 | 6 | 1.1 | COn1c(=O)c(-c2cccs2)[n+]([O-])c2ccccc21
0.93 | -3 | 7 | -8 | -6 | -1 | -1 | 1.1 | CC(C)(C)NC(=O)CSc1nc2cc(S(=O)(=O)N3CCCCC3)ccc2o1
0.96 | -3 | 4 | -11 | -3 | -3 | -1 | 1.1 | CC(C)S(=O)(=O)c1csc(C(=O)Nc2ccc(F)cc2)c1N
0.95 | 2 | 5 | 8 | -3 | -6 | -5 | 0.92 | Cc1ccc(S(=O)(=O)N2CCC(C(=O)NCC3CCCO3)CC2)cc1 (configuration not stated)
1 | 2 | -4 | 9 | 8 | 14 | 0 | 0.91 | COc1ccc(NC(=O)COC(=O)c2ncc(Cl)c(Cl)c2Cl)c(OC)c1
0.88 | 6 | 12 | 14 | -10 | -2 | 0 | 0.86 | C/C(=N\NC(=O)c1cnccn1)c1ccc([N+](=O)[O-])cc1
1.2 | 0 | -19 | -22 | -2 | -8 | -6 | 1.2 | CCOC(=O)N1CCN(CC(O)COC2CC(C)CC(C)(C)C2)CC1 (configuration not stated)
0.98 | 2 | 2 | 1 | 22 | 6 | -2 | 0.99 | COc1ccc(NC(=O)c2cc(-c3ccccc3)nc3c2cnn3C(C)C)c(OC)c1
0.99 | 0 | 1 | 17 | 13 | -7 | 1 | 0.83 | O=C(CNS(=O)(=O)c1ccc(Br)cc1)NCc1ccncc1
0.97 | -4 | 3 | 0 | -3 | 2 | -2 | 1 | Cn1c(N2CCCC2)nc2c1c(=O)n(Cc1cccc(F)c1)c(=O)n2C
0.95 | -6 | 5 | 13 | 5 | 0 | -2 | 0.87 | O=S(=O)(c1cccs1)N1CCC2(CC1)OCCO2
0.89 | 4 | 11 | · | -10 | 7 | 5 | · | COC(=O)[C@@]1(C)[C@H]2C(=O)N(C)C(=O)[C@H]2[C@H]2CN=C(SC)N21
0.88 | -6 | 12 | -62 | 16 | -4 | 7 | 1.6 | CCCCOC(=O)C(C#N)c1nc2ccccc2nc1N1CCOCC1 (configuration not stated)

Continued:
mIAP act | APOBEC3A inh | mIAP inh | hIAP block | PfG6PD inh | HKDC1 inhibitor | ATG4B inh | hIAP act | Structure
0.96 | 3 | 4 | -1 | 20 | -1 | 1 | 1 | Cc1cc2nc(/C=C/c3cccnc3)[nH]c2cc1C
1 | 1 | -4 | -1 | 4 | -3 | -7 | 1 | CCOC(=O)C(C)Sc1nnc(Cc2cc(=O)[nH]c(=O)[nH]2)n1-c1ccc(Cl)cc1 (configuration not stated)
0.96 | -4 | 4 | 4 | · | · | · | 0.96 | CCN1CCN(C(=O)N[C@@H](C(=O)N[C@@H]2C(=O)N3[C@@H]2SC(C)(C)[C@@H]3C(=O)O)c2ccccc2)C(=O)C1=O
1 | -1 | -2 | -26 | -1 | 5 | -7 | 1.3 | CC1CCN(C(=O)Cn2c3ccccc3c3nc4n(c(=O)c32)CCCS4)CC1
0.9 | 0 | 10 | -34 | -4 | -1 | -3 | 1.3 | CC(C)(C)NC(=O)C(=O)NNC(=O)c1ccc(C(C)(C)C)cc1
0.94 | -2 | 6 | 8 | -10 | 2 | -11 | 0.92 | O=C(CSC1=NS(=O)(=O)c2cc(Cl)ccc2N1)Nc1cccc(F)c1
1.1 | -1 | -6 | 3 | 3 | 0 | 2 | 0.97 | Cn1c(=O)c2c(SCCN3CCOCC3)nc(C3CCCC3)nc2n(C)c1=O
0.9 | -6 | 10 | -2 | 23 | 2 | -9 | 1 | CN1/C(=C\C(=O)c2cccnc2)C(C)(C)c2ccccc21
0.86 | 1 | 14 | -5 | 3 | 1 | -18 | 1 | CN(C)S(=O)(=O)c1cc(NC(=O)COC(=O)Cc2ccc(Br)cc2)ccc1Cl
0.94 | -1 | 6 | -60 | -21 | -4 | 6 | 1.6 | O=C(Cn1nnc2ccccc21)NNC(=S)NC1CCCCC1
0.94 | -1 | 6 | -19 | 25 | 0 | 14 | 1.2 | c1ccc2sc(NN=C3CCCCCC3)nc2c1
0.98 | -3 | 2 | 3 | -42 | 19 | 8 | 0.97 | CC(C)(Sc1ccc(CCN(CCCCC2CCCCC2)C(=O)NC2CCCCC2)cc1)C(=O)O

Compound activity as filed in PubChem BioAssay.
